# Screening results as filed in PubChem BioAssay.
# TAG inh – reduces triacylglycerol accumulation in H9c2 cells | Nile Red lipid (TAG) fluorescence; cells loaded with 200 µM oleic acid | inhibition, % at 12.5 µM | hit rate 0.66% among 230,000 | AID 651582;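 active = pattern-corrected inhibition of lipid staining of at least 50% with the nuclear-stain viability signal not falling by more than 50%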;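 note: 0% = DMSO wells and 100% = triacsin C control wells; some results filed as inactive read as strong as hits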
# TAG inh DAPI viability – recorded beside TAG inh, whose call it bears; DAPI nuclei signal change (viability), lower = more cytotoxic, %;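 whole-well DAPI fluorescence read on a plate reader as a viability signal; minus 50 percent equals half of cells still viable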
# * marks the source's active call; other numbers are inactive results.
SMILES,TAG inh,TAG inh DAPI viability
COc1cc(Br)c(CCNC(=O)c2ccco2)cc1OC,-2,-5
Cc1cc(C)c2oc(C(=O)N(Cc3ccccc3)C3CCS(=O)(=O)C3)cc(=O)c2c1 (configuration not stated),16,-6
COc1ccc(NC(=O)CCNS(=O)(=O)c2ccc3c(c2)c(=O)n(C)c(=O)n3C)cc1OC,-3,-3
C#Cc1ccc([C@@H]2C=C(C(=O)NCc3nc4ccccc4[nH]3)O[C@H](OCC)[C@H]2CCCO)cc1,15,5
COc1ccc(C2C(C(=O)Nc3cc(C)on3)c3ccccc3C(=O)N2C)cc1 (configuration not stated),-3,-1
C=C(C)CN(CC)CCC(=O)Nc1ccc(OC)cc1OC,1,-4
O=C(Nc1cccc2ccccc12)OCc1cncs1,0,-9
C/C(CCc1ccco1)=N/NC(=O)CCC(=O)Nc1ccc(Br)cc1,-11,8
O=C(OCC(=O)N1CCCc2ccccc21)c1cncc(Br)c1,3,3
COc1cccc(CNC(=O)C(=O)N2CCC3(CC2)OCCN3S(=O)(=O)c2ccc(C)cc2)c1,-7,-2
Cn1c(C(=O)OC(C(=O)NCc2ccco2)c2ccncc2)cc2sccc21 (configuration not stated),-7,-6
Cc1ccc(C2=NS(=O)(=O)N(C)C(C(=O)NCc3ccccn3)=C2)cc1,-9,-2
CCCn1c(=N)c(C(=O)NC2CCCC2)cc2c(=O)n3cccc(C)c3nc21,43,137
O=C(N/C=C/c1ccc(Cl)cc1)NCc1ccc(Cl)cc1,0,-3
CCOC(=O)C1=NN(C(C)=O)C2(CC(=O)N(c3cccc(C)c3)C2=O)C1 (configuration not stated),15,-8
Cc1ccc(-c2n[nH]c(=S)n2/N=C/C=C\c2ccccc2[N+](=O)[O-])cc1,6,4
COc1cccc(Cn2nnc(C(=O)NCc3ccc(F)cc3)c2N)c1,-14,-2
COc1cc([N+](=O)[O-])ccc1NC(=O)CSc1ccccn1,-2,0
CCCC(=O)Nc1ccc2c(c1)nc1n2CCSC1,-4,4
Cc1c(C(=O)N2CCOCC2)cc(C(C)(C)C)n1-c1ccccc1,5,-10
CCN(CCNCC(O)COCc1ccc(Cl)cc1)c1cccc(C)c1 (configuration not stated),8,7
CCOC(=O)N1CCN(Cc2ccc3c(c2)OCO3)CC1,-10,-6
COc1ccc(/C=N/NC(=O)CN(c2ccc(OC)cc2)S(=O)(=O)c2ccccc2)cc1,-9,1
CC(C(=O)O)n1c(C(F)(F)F)nc2ccccc21 (configuration not stated),-9,-6
COc1ccc(-c2cnc3ncnn3c2N)cc1,-3,-4
COc1ccc(C(=O)/C=C/C(=O)N(CC(=O)NC2CCCCC2)Cc2ccccc2)c(O)c1,25,-10
O=C(Nc1ccccc1N1CCCC1)C1CCN(C(=O)c2ccc(Cl)cc2)CC1,7,-23
Cc1nn(-c2ccccc2)c(C)c1NC(=O)COC(=O)CCCOc1ccccc1,7,0
COc1ccc(-c2ccc3oc(-c4ccc(OC)cc4)c(C#CC4(O)CCCCC4)c3c2)cc1,-35,200
CCOC(=O)c1ccc(CNC(=O)C2CCC(=O)N(Cc3cccc(OC)c3)C2)o1 (configuration not stated),29,-5
CN(C)CCN1C(=O)c2cccc3cc([N+](=O)[O-])cc(c23)C1=O,96,-54
COc1ccc(C2CC(c3ccccc3)=NN2C(=O)COC(=O)c2nc3nccc(C)n3n2)cc1 (configuration not stated),-5,-1
COc1ccc(S(=O)(=O)N2CCCCCC2)cc1NC(=O)CN1C(=O)CNC1=O,6,-3
Cc1noc(C)c1S(=O)(=O)Nc1ccc2c(c1)C(=O)N([C@H](C)CO)C[C@H](C)[C@@H](CN(C)C(=O)NC1CCCCC1)O2,-1,-8
CCOC(=O)c1oc2ccc(S(=O)(=O)n3nc(-c4cc(OC)c(OC)c(OC)c4)cc3N)cc2c1C,4,-1
CC(C)(C)c1ccc(S(=O)(=O)N2CCCCC2C(=O)NCc2ccccn2)cc1 (configuration not stated),6,-11
CC(=O)Nc1cc(-c2ccccc2N(C)C)cn2c(-c3cccc(C(F)(F)F)c3)cnc12,-5,-2
CCC1CCCCN1C(=S)Nc1cccc(S(=O)(=O)N(C)C)c1 (configuration not stated),-5,47
CCc1ccc(NC(=O)CN(c2ccc3c(c2)OCO3)S(=O)(=O)c2c(C)noc2C)cc1,5,1
O=C(CCSc1ccc(Cl)cc1)N1CCCCCC1,-16,6
CCn1c(C(=O)OC)cc2c1ccn2-c1ccc(F)cc1,-29,-4
CC1CCCC(C)N1C(=O)COC(=O)CNC(=O)c1sc2ccccc2c1Cl (configuration not stated),1,-10
CN(C)S(=O)(=O)c1cc(NC(=O)CN2CCCc3ccccc32)ccc1Cl,-15,4
COc1ccc(NC(=O)CN(C)C(=O)c2ccc3ccccc3c2)cc1,-7,7
COc1ccc(NC(=O)NNC(=O)c2cc(C3CC3)nc3ccccc23)c(OC)c1,-1,-1
O=C(Nc1nnc([C@@H]2C[C@H](O)[C@@H](CO)O2)s1)c1cccc(OC(F)(F)F)c1,3,6
CC(C)Cn1c(CN2CCN(C(=O)c3ccco3)CC2)nc2c1c(=O)n(C)c(=O)n2C,7,1
CCCN(Cc1ccccc1)S(=O)(=O)c1ccc(N2C(=O)CCC2=O)cc1,0,-4
Cc1cc(C)cc(N(C(C)C(=O)N2CCCC2)S(C)(=O)=O)c1 (configuration not stated),0,-5
O=C(c1cc(-c2cccc(Cl)c2)nc2ccccc12)N1CCCC1,-6,-4
O=C(Nc1ccnn1C1CCN(Cc2ccc(CO)o2)CC1)c1ccccc1Cl,15,2
COc1ccc(CCN2C(=O)C(O)=C(C(=O)c3ccco3)C2c2cccs2)cc1OC (configuration not stated),-2,-8
CCC1(CC)NC(=O)N(CC(=O)OCC(=O)Nc2sccc2C#N)C1=O,-3,-3
NNc1nc(-c2ccccc2)c2ccccc2n1,-7,20
O=C(Cn1nc(-c2cccc(Cl)c2)ccc1=O)Nc1ccc(C(=O)NC2CC2)cc1,14,-7
O=C(NCc1ccccn1)c1ccc(/C=N/O)nc1,-1,1
Cn1nnc(NC(=O)/C=C/c2ccco2)n1,-4,0
O=C(c1cccc([N+](=O)[O-])c1)N1CCN(S(=O)(=O)/C=C/c2ccccc2)CC1,-2,-4
COc1ccc(/C=C/c2ccccc2)cc1[C@H]1[C@H]2C=CC[C@@H](C)[C@@H]2C(=O)N1Cc1ccccc1,-3,4
O=C(O)CSc1nc2ccc(Cl)cc2[nH]1,-4,5

# Quoted at random: two compounds from above, in no set order.
SMILES,TAG inh,TAG inh DAPI viability
O=C(NCc1ccccn1)c1ccc(/C=N/O)nc1,-1,1
O=C(c1cc(-c2cccc(Cl)c2)nc2ccccc12)N1CCCC1,-6,-4

# Some values from the list.
# `COc1cccc(Cn2nnc(C(=O)NCc3ccc(F)cc3)c2N)c1` | TAG inh: -14
# `COc1ccc(C2CC(c3ccccc3)=NN2C(=O)COC(=O)c2nc3nccc(C)n3n2)cc1` (configuration not stated) | TAG inh: -5

# Continued.
SMILES,TAG inh,TAG inh DAPI viability
Cc1nnc(SCCN2CCOCC2)n1-c1cccc(Cl)c1,6,5
COC(=O)NN=C1CCC(c2ccccc2)CC1 (configuration not stated),-13,3
O=C1CCCN1CCCNS(=O)(=O)c1ccc(F)c(F)c1,-2,-5
CCOC(=O)c1cc(C(=O)NC(C)c2ccccc2)c(=O)[nH]c1C (configuration not stated),-4,9
COc1cccc(-c2nnc(SCC(=O)NCc3ccc4c(c3)OCO4)n2Cc2ccco2)c1,0,0
Cc1cccc(C)c1-n1cccc1/C=C1/C(=N)N2C(=NC1=O)SN=C2S(C)(=O)=O,7,-2
CC1CCCCC1NC(=O)CCn1c(=S)[nH]c2ccccc2c1=O (configuration not stated),9,-5
Cc1ccc(S(=O)(=O)N(C)c2ccc(OCC(=O)NCC3(N(C)C)CCCCC3)cc2)cc1,-10,-3
COc1ccc(NC(=O)C2=C(C)Nc3ncnn3C2c2ccccc2C(F)(F)F)c(OC)c1 (configuration not stated),22,-8
COC(=O)C1=C(C)NC(C)=C(C(=O)OC)C1C(=O)OCC(=O)Nc1ccc(C(C)=O)cc1,-31,-10
CCOC(=O)c1cccc(OC(=O)CCNC(=O)c2ccc(Cl)cc2)c1,3,-1
Cc1ccc(NC(=O)c2cc(S(=O)(=O)N3CCCCC3)c[nH]2)cc1F,0,7
CCC1c2ccc(C)n2CCN1C(=O)Nc1ccccc1OC (configuration not stated),9,-7
O=C(Nc1ccc2oc(=O)ccc2c1)c1cc([N+](=O)[O-])ccc1N1CCOCC1,5,2
Cc1ccc(S(=O)(=O)N2CCN(C(=O)COC(=O)/C=C/c3ccc(F)cc3)CC2)c(C)c1,1,-8
Cn1c(-c2ccccc2)c(/C=N/NC(=O)c2cccnc2)c2ccccc21,4,5
COc1cc(C(=O)c2ccc3c(c2)OCO3)cc(OC)c1OC,31,-12
CC(=O)c1ccc(Nc2nc(C(N)CCc3ccccc3)cs2)cc1 (configuration not stated),33,3
Cc1c(NC(=O)C(C)OC(=O)/C=C/c2ccc(OC(F)F)cc2)c(=O)n(-c2ccccc2)n1C (configuration not stated),3,-4
O=C(N/N=C/c1ccccn1)c1cc(-c2ccccc2Cl)n[nH]1,0,6
COc1ccc(NC(=O)c2cc(C3CCCCN3S(=O)(=O)c3ccc(F)cc3F)on2)c(C)c1 (configuration not stated),23,-5
CCOC(=O)C1CCN(CC(=O)Nc2ccc(OC)c(S(=O)(=O)N3CCCCC3)c2)CC1,-6,-4
Fc1ccccc1-c1nc(-c2ccccc2)no1,-8,-3
CCSc1nc2ccc(OC)cc2cc1C#N,2,6
Cc1cccc(C)c1C(=NCCCN(C)C)c1ccccc1,-2,25
COc1ccccc1C(=O)NCCC(=O)N(C)CC(=O)Nc1ccccc1Br,-3,1
O=C(O)c1cc(-c2ccco2)nc2cc3ccccc3cc12,-6,3
CS(=O)(=O)N1CCN(c2ccc([N+](=O)[O-])c(NCc3ccccc3)c2)CC1,-8,-6
Cc1ccc(N2CC(C(=O)Nc3c4c(nn3C(C)(C)C)CS(=O)(=O)C4)CC2=O)cc1 (configuration not stated),-8,5
CCC(=O)c1ccc(OCC(=O)OCC(=O)Nc2c(C)n(C)n(-c3ccccc3)c2=O)cc1,-4,-1
CCOC(=O)c1sc(=S)n(-c2ccc(OC)cc2)c1N,-2,3
Clc1ccc(-c2nc(NCCN3CCOCC3)c3ccccc3n2)cc1,26,8
COc1ccc(S(=O)(=O)N2CCC(C(=O)N(CC(C)C)C3CCS(=O)(=O)C3)CC2)cc1OC (configuration not stated),4,0
O=C(Cn1c(=S)[nH]c2ccccc2c1=O)N1CCN(c2ccc(F)cc2)CC1,0,-4
CC1(C)CC(=O)C=C(c2ccc(COC(=O)c3ccccc3)cc2)C1=O,-28,6
COC(=O)c1ccc(N(C(=O)CNC(=O)c2ccco2)C(C(=O)NC2CCCC2)c2ccco2)cc1 (configuration not stated),-12,2
COc1ccc(-c2csc3ncnc(N4CCN(c5ccccc5)CC4)c23)cc1,-23,2
CC(C)c1ccc(CC(=O)N2CCC2(C)C(=O)NS(=O)(=O)c2cccc(C#N)c2)cc1 (configuration not stated),15,4
COc1cccc(N2CCN(C(=O)c3[nH]c(C)c(C(C)=O)c3C)CC2)c1,3,0
C=CCNC(=O)Nc1cc(Cl)ccc1OC,-11,8

# A different layout for part of the listing above.
# Each structure is followed by: TAG inh	TAG inh DAPI viability
- O=C(O)CSc1nc2ccc(Cl)cc2[nH]1
 : -4	5
- Cn1c(C(=O)OC(C(=O)NCc2ccco2)c2ccncc2)cc2sccc21 (configuration not stated)
 : -7	-6
- CS(=O)(=O)N1CCN(c2ccc([N+](=O)[O-])c(NCc3ccccc3)c2)CC1
 : -8	-6

# Entries of single compounds, looked up by structure. Values in the order: TAG inh | TAG inh DAPI viability
# CS(=O)(=O)N1CCN(c2ccc([N+](=O)[O-])c(NCc3ccccc3)c2)CC1 is listed with -8 | -6
# Clc1ccc(-c2nc(NCCN3CCOCC3)c3ccccc3n2)cc1 is listed with 26 | 8

# The list goes on.
SMILES,TAG inh,TAG inh DAPI viability
CN1CCc2ccccc2Cc2[nH]c3ccccc3c2CC1,15,3
O=C(/C=C/c1ccc(OCc2cccc(Cl)c2)cc1)N1CCOCC1,-5,-12
O=C(Nc1cccc(Cl)c1)c1ccccc1,-14,5
COc1cc(C2C(C(=O)c3ccc(C)o3)=C(O)C(=O)N2CCc2ccccc2)ccc1O (configuration not stated),1,-9
COc1ccccc1C(=O)Nc1ccc(OC(C)C(=O)N2CCOCC2)cc1 (configuration not stated),2,0
C/C(=N\NC(=O)c1cc(C(C)(C)C)[nH]n1)C12CC3CC(CC(C3)C1)C2,8,0
COc1ccc(N2CSC(=S)N(c3ccc(OC)cc3)C2)cc1,-9,1
CCc1cc2c(SCC(=O)c3ccc(Cl)s3)ncnc2s1,-1,-2
O=C(COC(=O)c1ccc(O)cc1O)N=c1sccn1Cc1ccccc1Cl,-16,3
COc1ccc(N2CCN(c3ccc(N4C(=O)CC(C)C4=O)cc3[N+](=O)[O-])CC2)cc1 (configuration not stated),3,-2
COc1ccc([N+](=O)[O-])cc1N(CC(=O)NC1CCCCC1)S(C)(=O)=O,7,-11
O=C(NCc1ccccc1)c1cccc2c(-c3cccnc3)coc12,-26,2
O=C(COC(=O)c1cccs1)NC1CCCCC1,0,-9
Cc1nn(CC(=O)N(C)c2c(N)n(Cc3ccccc3)c(=O)[nH]c2=O)c(C)c1[N+](=O)[O-],13,-1
Cc1c(NC(=O)/C(C#N)=C/C2CC=CCC2)c(=O)n(-c2ccccc2)n1C (configuration not stated),-8,8
CCOC(=O)c1cnn(-c2ccccc2)c1-c1ccccc1,-21,-5
Cn1cc(CCNC(=O)CC2C(=O)NCCN2CC(c2ccccc2)c2ccccc2)cn1 (configuration not stated),15,-11
O=c1[nH]cnc2ccc([N+](=O)[O-])cc12,28,-12

# Only part of the results is shown; the hit share may differ from the screen's.
